# From PubChem BioAssay
# SSB-PriA inh = inhibitors of Klebsiella pneumoniae PriA binding to SSB C-terminal tail; AlphaScreen SSBct-PriA binding, biotinylated peptide; 430,000 tested, 0.6% active; inhibition, % at 33 µM; in the data active = inhibition mostly above about 37%, no sharp cut-off; inactive = mostly below about 20%;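 also: plate controls were negative control peptide for no effect and reference peptide for full effect; strong numbers were not always called active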
# Active calls of the source: *; & = joins results of further samples. The list is partial; rates above refer to the full screens.
canonical_smiles,SSB-PriA inh
O=C(NCC(O)c1csc2ccccc12)C1CCOC1 (stereo unspecified),-4
CCOC(=O)C1CCN(c2ccnc3c2c(=O)n(C)c(=O)n3C)CC1,-6
O=C(Nc1nnc(C2CCCO2)o1)c1cccc(Oc2ccccc2)c1 (stereo unspecified),74*
O=C(Cc1noc2ccccc12)NCCn1nc(-n2cncn2)ccc1=O,15
Cc1ccnc(OCC(=O)Nc2nccs2)n1,-2
O=C(CCc1ccccc1)NCCn1ncc2c(N3CCOCC3)ncnc21,-7
C=CCNC(=O)Nc1nc2c(C)c(Cl)ccc2s1,-5
COc1cccc(Cn2cc(C(=O)c3ccc(C)cc3)c(=O)c3ccc(C)nc32)c1,-4
O=C(CSc1nc2[nH]ncc2c(=O)n1-c1ccccc1)Nc1ccc(F)c(Cl)c1,-15
Cc1cccc(C(=O)NCCn2nc(-c3cccnc3)ccc2=O)c1,1
CS(=O)(=O)N1CC(C(=O)NCCCn2ccnc2)C1,-3
CS(=O)(=O)NCC(c1cccs1)N1CCc2ccccc21 (stereo unspecified),-14
Cc1cc(NC(=O)Cc2ccc([N+](=O)[O-])cc2)n(-c2nc(-c3ccc(F)cc3)cs2)n1,-10
COc1ccc(-c2nn(-c3ccccc3)cc2C=NNS(=O)(=O)c2ccccc2)cc1,-5
COc1ccc(C(=O)Nc2ccc3c(c2)OCC(C)(C)C(=O)N3CC(C)C)cc1OC,7
O=C(NC[C@@H](c1cccs1)N1CCOCC1)c1cc(C2CC2)on1,-11
O=C(NCCN1CCOCC1)C(=O)Nc1ccc(F)cc1F,-24&-18
O=C(Cc1noc2ccccc12)N1CCC(Oc2cnccn2)CC1,-2
CSc1ccccc1C(=O)NCC(O)c1cn(C)c2ccccc12 (stereo unspecified),-3
CCCc1cc(=O)n(CC(=O)Nc2ccccc2F)cn1,-5
CC1(C)CC(=O)c2sc(NC(=O)c3sc4ccccc4c3Cl)nc2C1,-6
CCC(=O)Nc1ccc(SCc2cc(C)ccc2C)nn1,-10
COc1cc(C=NNC(=O)Cn2nnc3ccccc32)ccc1O,0
Cn1nc(N2CCC(C(=O)NCCc3ccc(Cl)cc3)CC2)ccc1=O,-2
COc1ccc(-c2cn3c(C(=O)NCc4cccnc4)csc3n2)cc1,3&13
O=C(/C=C/c1ccco1)NC(=S)N1CCNC(=O)C1CC(=O)OCC1CCCO1 (stereo unspecified),-9
CC(C)(C)C1CCc2c(sc3nc(CCC(=O)NCCc4ccccc4)[nH]c(=O)c23)C1 (stereo unspecified),-4
CS(=O)(=O)N1CCC(c2nn(CC(=O)c3ccccc3)c(=O)n2-c2cccs2)CC1,0
O=C(Nc1cnn(C[C@H]2COc3ccccc3O2)c1)c1ccno1,3
O=C(NCCO)C(=O)Nc1ccc(N2CCCS2(=O)=O)cc1,-18
O=C(N1CC(c2nc(C3CC3)no2)C1)C1(c2ccc(Cl)cc2)CCCC1,-4
CCOC(=O)C1CCN(C(=O)Cc2csc(NS(=O)(=O)c3ccc(Cl)cc3)n2)CC1,6
CC(C)(C)SC[C@@H](O)Cn1c2ccc(Cl)cc2c2cc(Cl)ccc21,-11
O=S(=O)(NCCOc1ccc(-c2ccc(F)cc2)nn1)c1ccc(Cl)s1,-4&-4
CN(C)c1ccc(/C=N\NC(=O)c2ccc(=O)[nH]n2)cc1,8
Cn1cccc(C(=O)N2CCC(CNS(=O)(=O)c3cccc(C(F)(F)F)c3)CC2)c1=O,3
CC(=NS(=O)(=O)c1ccc(C)cc1)NC(=S)Nc1ccccc1,-8
COC(=O)C1C(O)C(C)C(O)C(C)C=CC=C(C)C(=O)Nc2c(C)c(OC(C)=O)c3c(c2O)C(=O)C(C)=C2OCOC(=C23)C(C)=CC(C)(O)C(O)C(C)C1O (stereo unspecified),0
CCC(Sc1nc2ccsc2c(=O)n1-c1ccc(Br)cc1)C(=O)Nc1cccc(OC)c1 (stereo unspecified),-27
O=C(NCc1ccc2c(c1)OCO2)C(=O)NC[C@H](O)C1CCCCC1,-6
Cc1ccc(S(=O)(=O)N=c2sc3cccc(C)c3n2C)cc1,-10
O=C1C(=O)N(CCO)C(c2ccccc2)C1=C(O)c1ccccc1 (stereo unspecified),-1
O=C(O)Cc1cc(=O)oc2cc(O)ccc12,-11
O=C(Nc1nc2c(s1)COCC2)c1ccccc1C(F)(F)F,-10
O=C(CN1C(=O)c2ccccc2C1=O)NCCN1CCO[C@H](c2ccccc2)C1,-12
O=C(NCCOc1ccc2c(c1)OCO2)C1CC1,-8
OC(COc1ccc2c(c1)CCC2)CN1CCOCC1 (stereo unspecified),-10
Cc1cc(=O)n(CC(=O)N2CCc3ccccc32)c(-c2ccncc2)n1,-21
CC(CC(=O)Nc1c(C)cc(C)cc1C)=NNC(=O)OC(C)(C)C,-4
CO[C@@](C)(CNC(=O)C(=O)NCc1ccccc1)c1ccccc1F,5

# In the list so far, these contain a CF3 group.
canonical_smiles,SSB-PriA inh
Cn1cccc(C(=O)N2CCC(CNS(=O)(=O)c3cccc(C(F)(F)F)c3)CC2)c1=O,3
O=C(Nc1nc2c(s1)COCC2)c1ccccc1C(F)(F)F,-10

# Back to the main list with the five entries that preceded the break.
canonical_smiles,SSB-PriA inh
O=C(NCCOc1ccc2c(c1)OCO2)C1CC1,-8
OC(COc1ccc2c(c1)CCC2)CN1CCOCC1 (stereo unspecified),-10
Cc1cc(=O)n(CC(=O)N2CCc3ccccc32)c(-c2ccncc2)n1,-21
CC(CC(=O)Nc1c(C)cc(C)cc1C)=NNC(=O)OC(C)(C)C,-4
CO[C@@](C)(CNC(=O)C(=O)NCc1ccccc1)c1ccccc1F,5
COc1ccc(N2CCN(c3ncnc4c3cnn4CCNC(=O)CC(C)C)CC2)cc1,-8
Cc1ccc(C#N)c(SCC(=O)NCc2ccco2)n1,2
CCOc1ccc(C(=O)NN=C(c2ccccc2)c2ccccn2)cc1,3
Cc1ccc(C(=O)CSc2nc3sc(C)c(C)c3c(=O)n2-c2ccccc2)cc1C,-8
COc1ccc(NC(=O)Cc2csc(NC(=O)c3ccc(=O)[nH]c3)n2)cc1Cl,-20
CC(C)C(NC(=O)c1ccc2c(c1)OCO2)C(=O)NN=Cc1cccs1 (stereo unspecified),-13
CN(C)CCN(C(=O)c1cccc(Cl)c1)c1nc2cc3c(cc2s1)OCCO3,-4
O=C(C[C@H]1CSc2nc3c(cnn3-c3ccc(F)cc3)c(=O)n21)N1CCc2ccccc21,-11
C[C@H]1Cc2ccccc2N1C(=O)c1cc(=O)[nH]cn1,-20
Cc1cc2ncc3c(n2n1)CCN(C(=O)c1ccccc1C(F)(F)F)C3,-16
CCOc1ccc(-c2noc(-c3cc(-c4cc(C)ccc4C)n[nH]3)n2)cc1OC,0
CSCCC(C)(O)CNC(=O)C(=O)Nc1cccnc1 (stereo unspecified),-5
Cc1nsc(C(=O)N2CCN(c3ncccn3)CC2)n1,-1
O=C(CCN1C(=O)c2ccccc2S1(=O)=O)Nc1ccc(Cl)cc1Cl,-7
Cc1cccc(N2CCN(c3ncc(S(=O)(=O)c4ccc(C)c(C)c4)c(N)n3)CC2)c1,-5
O=C(CON=Cc1ccc(OC(F)F)cc1)NC1CCCC1,-14
Cc1cccc(NC(=O)CSc2ncc(S(=O)(=O)c3ccc(C)cc3C)c(=O)[nH]2)c1,0
CCOC(=O)c1ccc(Nc2nc3c(S(=O)(=O)c4ccc(C)cc4)nnn3c3ccccc23)cc1,-12
COC(=O)c1sccc1S(=O)(=O)NC1CCN(c2ccccn2)C1 (stereo unspecified),-3
Cc1cc(S(=O)(=O)Nc2ccc3c(c2)N(C(=O)C2CC2)CCC3)ccc1F,-12
O=C([C@@H]1CC=CCC1)N1CCC(n2c(=O)[nH]c3ccccc3c2=O)CC1,-10
COc1cccc(C(=O)C=C2NCCc3cc(OC)c(OC)cc32)c1,10
O=C(c1ccc(N2CCOCC2)nn1)N1CCN(c2ccccn2)CC1,12
O=c1c2scc(-c3ccccc3)c2ncn1Cc1cccc(Cl)c1,-20
O=C(Nc1cccs1)N1CCN(c2ccc3nnc(C4CC4)n3n2)CC1,-7
C=CCNC(=O)Nc1nc(C)c(C(=O)OCC)s1,10
O=C(NCCn1nc(-c2cccnc2)ccc1=O)NC1CCCCC1,0
COCCn1nnn(-c2ccc(NC(=O)c3cc(C)on3)cc2)c1=O,-12
Cc1ccc2nc(N3CCC(Cc4ccccc4)CC3)nc(-c3ccccc3)c2c1,-6
O=C(CC(c1ccccc1)c1ccccc1)N1CCC(COCc2ccc(F)cc2)CC1,-32
Cc1cc(C(=O)NC[C@H](O)c2csc3ccccc23)no1,-26
CN(N=Cc1cccc(Br)c1)C1=NS(=O)(=O)c2ccccc21,1
CCC(=O)Nc1ccc(S(=O)(=O)NCC(c2cccn2C)N2CCCC2)c(C)c1 (stereo unspecified),-9
O=C(NCC1(O)Cc2ccccc2C1)C1(c2ccc(Cl)cc2)CCCC1,-9
Cc1ccc(-c2nc3n(c2CNC(=O)C2CC2)CCS3)cc1,-2
Cn1cccc1C=NN1CCN(c2ccccc2)CC1,24
COc1ccc(C(=O)CSc2ncnc3c2cnn3-c2cccc(Cl)c2)cc1,-15&-5
CCCS(=O)(=O)N1CCN(c2ncnc3c2nnn3-c2cccc(OC)c2)CC1,-5
CCOc1cc(C=NNC(=O)C(=O)N2CCCC2)ccc1O,-13
O=C(NCc1cc(-c2ccc(F)cc2)on1)c1cc2ccccc2o1,-24
COc1ccc(CNC(=O)N2CCC(COCc3ccc(F)cc3)CC2)cc1,23
COCCN(Cc1ccoc1)C(=O)c1cccc(C(F)(F)F)c1,5
COc1cc(C=NNC(=O)c2cc(-c3c(C)nn(-c4ccccc4)c3C)n[nH]2)ccc1O,2
O=C(CCc1ccc(-c2ccc(Cl)cc2)o1)Nc1ccc(C(=O)O)cc1,25
Cc1nnc(-c2ccc(OCC(=O)Nc3ccccc3F)cc2)o1,-19
O=C(Nc1ccc(N2CCCC2=O)cc1)c1ccccc1,-10
COc1ccc(C=Nn2c(C3CCCCC3)n[nH]c2=S)c(OC)c1,6
COc1ccc(C(=O)NC2CCN(c3ncccc3-c3nc(C)no3)CC2)c(C)c1,-6
Cc1nc(C)c(C(=O)NC(c2ccccc2)c2ccccc2)o1,3
Cc1ccc(-n2ccnc(SC(C)C(=O)c3ccc(C)c(C)c3)c2=O)cc1 (stereo unspecified),-11

# A draw from above in order of SMILES length, descending.
canonical_smiles,SSB-PriA inh
CCC(=O)Nc1ccc(S(=O)(=O)NCC(c2cccn2C)N2CCCC2)c(C)c1 (stereo unspecified),-9
CN(N=Cc1cccc(Br)c1)C1=NS(=O)(=O)c2ccccc21,1
O=C(Nc1ccc(N2CCCC2=O)cc1)c1ccccc1,-10

# (list continues)
canonical_smiles,SSB-PriA inh
CCOc1ccc(C)cc1S(=O)(=O)Nc1ccc2c(c1)CC(=O)N2,8
Cn1nc(C(=O)N2CCc3oncc3C2)ccc1=O,-1
N#Cc1c(NC(=O)CCS(=O)(=O)c2ccc(F)cc2)sc2c1CCN(Cc1ccccc1)C2,-1
CCCc1cc(NCCCn2ccnc2)n2nc3nc(C)cc(C)c3c2n1,-3
COC(=O)c1ccc(C(=O)Nc2nnc(-c3ccc(Cl)s3)o2)cc1,-5&5
Cc1nn(C)c(=O)c2nn(-c3ccccc3Cl)c(C)c12,-12
O=C(O)c1cccc2ccccc12,3
O=c1ccc(N2CCCC2)n[nH]1,-17
Cc1[nH]nc(S(=O)(=O)Nc2ccc(Cl)cc2)c1C(=O)Nc1cccc(OC(F)(F)F)c1,-1
O=C(NCCCn1ccc2cccnc21)c1ccc(Br)o1,-28
CC(=NNc1nc2c(s1)CCCC2)c1ccc(Cl)cc1,11
CO[C@@H](CNS(=O)(=O)c1ccc(C(F)(F)F)cc1)c1cccc(F)c1,-13
CC(=NNC(=O)COc1ccc(C)cc1Br)c1cc([N+](=O)[O-])cs1,5
Cc1onc(-c2ccccc2)c1C(=O)NN=Cc1cccc(O)c1,7
CCCOc1cn(-c2ccc(F)cc2)nc1C(=O)N1CCN(C(=O)OCC)CC1,-6
NC(=NOC(=O)c1cccc(F)c1)c1ccccc1,-20
CC(C(=O)Nc1ccc(F)c(C(F)(F)F)c1)N1C(=O)c2ccccc2S1(=O)=O (stereo unspecified),-10
COC(=O)C1CN(C(=O)c2cnn3c2OCCC3)C1,-5
O=C(CSCc1ccccc1)NCCn1nc(-c2ccccn2)cc1C1CC1,3
Cc1ccsc1C=NNC(=O)CN1CCN(S(=O)(=O)c2ccc(Br)cc2)CC1,-10
Cc1ccc(C(=O)N/C(=C\c2ccc(-c3ccc(S(N)(=O)=O)cc3)o2)C(=O)NCCCO)cc1,-4
COc1cc2nc3sc(NCc4ccccc4)nn3c(=O)c2cc1OC,-2
CC(C)Cc1ccc(S(=O)(=O)Cc2nc(-c3ccc(Cl)cc3)no2)cc1,-6
O=S(=O)(NCC(c1ccsc1)N1CCCCCC1)c1ccccc1Cl (stereo unspecified),-18
CCCNc1nc(SC)nc2c1cnn2CCNC(=O)c1c(-c2ccccc2Cl)noc1C,62*
COc1ccc(C2(C(=O)NC[C@H](O)c3cn(C)c4ccccc34)CCOCC2)cc1,3

# Grouped by structure, the entries above containing bromine
canonical_smiles,SSB-PriA inh
CCC(Sc1nc2ccsc2c(=O)n1-c1ccc(Br)cc1)C(=O)Nc1cccc(OC)c1 (stereo unspecified),-27
CN(N=Cc1cccc(Br)c1)C1=NS(=O)(=O)c2ccccc21,1
O=C(NCCCn1ccc2cccnc21)c1ccc(Br)o1,-28
CC(=NNC(=O)COc1ccc(C)cc1Br)c1cc([N+](=O)[O-])cs1,5
Cc1ccsc1C=NNC(=O)CN1CCN(S(=O)(=O)c2ccc(Br)cc2)CC1,-10
